OXTR potentiate – potentiators of human oxytocin receptor; CHO-OTR cells, Fluo-8 calcium fluorescence, potentiator mode; 0% = oxytocin EC15, 100% = EC100; AID 2445; hit rate 0.061% among 320,000; activation, % at 3 µM;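 active = activation above that plate's cutoff, the mean activation of tested compounds plus 3 SD, cut at about 6.6% in these data, passing the limit was not always enough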;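 also: 100% uses oxytocin at 75 nM as the full agonist control; some results filed as inactive read as strong as hits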
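Replication – single well per compound, singlicate · Assay system – CHO cell line stably expressing human OTR · Timing – 6 min pre-incubation, 100 s read · Measure – normalized max/min fluorescence ratio, % activation · Doses – 3.0 µM, one dose · Detection – Fluo-8 calcium dye fluorescence · Probe or stimulus – oxytocin near EC15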
CHO parental Ca – counter-screen for OX1R antagonists: effect in parental CHO cells | AID 463079 | parental CHO-K1, ATP-induced calcium, Fluo-8 fluorescence | hit rate 0.63% among 330,000 | inhibition, % at 5.6 µM;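 active = inhibition above that plate's mean sample inhibition plus 3 SD, cut at about 26% in these data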;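 also: 0% = ATP-challenged DMSO wells and 100% = DMSO wells without ATP; some compounds past the cut are filed as inactive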
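Measured by: calcium-sensitive Fluo-8 fluorescence / Test system: CHO parental line / Controls: ATP-challenged DMSO wells low, unchallenged DMSO wells high / Measure: % inhibition / Compound: single nominal dose of 5.6 µM per compound / Replicates: single well per compound, no replicates / Reagent: ATP as calcium-mobilizing challenge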
CHO-K1 Ca ag – nonselective activator or artifact in parental CHO-K1 cells. Fluo-8 calcium fluorescence; scaled to maximal ATP response, vehicle zero. activation, % at 3 µM. AID 602248. hit rate 0.48% among 360,000; in the data active = activation above about 15%;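 also: untransfected CHO-K1 host cells lacking M1 receptor as counterscreen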
GPR7 antag – human neuropeptides B/W receptor 1 antagonism | P48145 | GPR7-expressing cells, fluorescence antagonist assay | inhibition, % at 4.4 µM | hit rate 1.1% among 290,000 | AID 1861; in the data active = inhibition above about 16%, passing the limit was not always enough;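 also: cells stimulated with the agonist NPW; 0% = agonist with vehicle and 100% = vehicle without agonist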
Target sequence (P48145 whole entry, looked up): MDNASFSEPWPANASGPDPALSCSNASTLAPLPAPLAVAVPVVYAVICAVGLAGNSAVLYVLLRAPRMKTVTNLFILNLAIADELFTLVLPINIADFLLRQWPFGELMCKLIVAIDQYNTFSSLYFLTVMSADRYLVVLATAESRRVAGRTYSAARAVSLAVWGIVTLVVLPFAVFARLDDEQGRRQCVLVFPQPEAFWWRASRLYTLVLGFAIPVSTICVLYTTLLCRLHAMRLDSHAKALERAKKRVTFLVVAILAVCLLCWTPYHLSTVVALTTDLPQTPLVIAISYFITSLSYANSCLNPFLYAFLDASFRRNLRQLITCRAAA
OXTR agonist – agonists of human oxytocin receptor; P30559; CHO-OTR cells, Fluo-8 calcium fluorescence; normalized: DMSO 0%, oxytocin 100%; activation, % at 3 µM; hit rate 0.32% among 320,000; AID 2435;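 active = activation above the mean of all tested compounds plus 3 SD, cutoff set per screening run, cut at about 20% in these data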;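 also: peak over basal fluorescence ratio from a 100 s FLIPR kinetic read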
CHO-K1 Ca PAM – counter-screen for M1 PAMs: effect in parental CHO-K1 cells | hit rate 0.02% among 360,000 | activation, % at 3 µM | ATP EC20, Fluo-8 calcium fluorescence; 0% at ATP EC20, 100% at ATP max;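 active = activation above the run cutoff, the mean activation of all test compounds plus 3 SD, cut at about 40% in these data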;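 also: peak over basal fluorescence ratio in a 140 s read after ATP addition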
V1aR counter – V1a receptor agonism, counter-screen for OXTR agonists; activation, % at 3 µM; P37288; CHO-V1R cells, Fluo-8 calcium fluorescence, agonist mode; 0% DMSO, 100% 3 nM vasopressin; hit rate 0.25% among 320,000;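 active = activation above the mean activation of all tested compounds plus 3 SD, per screening run, cut at about 20% in these data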;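 also: signal is peak over basal fluorescence ratio across a 100 second FLIPR read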
Target sequence (P37288 whole entry, looked up): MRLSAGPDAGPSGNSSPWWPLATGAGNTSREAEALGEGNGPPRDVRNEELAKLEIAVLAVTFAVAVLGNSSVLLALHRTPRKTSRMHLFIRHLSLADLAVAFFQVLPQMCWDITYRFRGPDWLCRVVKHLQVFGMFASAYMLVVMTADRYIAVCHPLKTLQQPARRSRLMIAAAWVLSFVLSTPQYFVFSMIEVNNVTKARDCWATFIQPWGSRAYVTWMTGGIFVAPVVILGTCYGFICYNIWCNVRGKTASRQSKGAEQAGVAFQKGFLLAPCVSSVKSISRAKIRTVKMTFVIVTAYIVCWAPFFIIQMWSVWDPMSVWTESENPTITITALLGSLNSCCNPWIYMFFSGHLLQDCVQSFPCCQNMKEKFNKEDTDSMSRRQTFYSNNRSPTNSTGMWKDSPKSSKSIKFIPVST
CHO-K1 Ca antag – nonselective inhibitor or artifact in parental CHO-K1 cells; ATP-induced calcium, Fluo-8 fluorescence; AID 602250; hit rate 0.6% among 360,000; inhibition, % at 3 µM;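 active = inhibition above a per-plate cutoff, the plate's mean sample inhibition plus 3 SD, cut at about 24% in these data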;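 also: 0% = DMSO plus EC80 ATP and 100% = DMSO alone without ATP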
TAAR1 antag – human TAAR1 antagonism; CHO RD-HGA16 TAAR1, Fluo-8 calcium fluorescence, antagonist; Q96RJ0; inhibition, % at 3 µM; AID 624466; hit rate 1.5% among 360,000;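 active = inhibition above a per-plate cutoff, the mean inhibition of test compounds on that plate plus 3 SD, cut at about 49% in these data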;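 also: 0% = DMSO plus EC80 beta-PEA response and 100% = DMSO alone without agonist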
Target sequence (Q96RJ0 whole entry, looked up): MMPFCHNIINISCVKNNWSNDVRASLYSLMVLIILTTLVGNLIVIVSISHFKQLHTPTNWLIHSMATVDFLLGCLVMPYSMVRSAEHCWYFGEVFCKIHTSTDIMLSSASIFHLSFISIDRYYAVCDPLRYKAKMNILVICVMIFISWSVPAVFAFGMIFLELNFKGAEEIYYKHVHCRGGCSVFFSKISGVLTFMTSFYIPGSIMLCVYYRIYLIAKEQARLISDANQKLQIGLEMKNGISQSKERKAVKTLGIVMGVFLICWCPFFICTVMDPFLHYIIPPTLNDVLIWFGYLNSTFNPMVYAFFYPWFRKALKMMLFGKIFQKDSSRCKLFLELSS
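test system = CHO RD-HGA16 cells bearing hTAAR1 | replication = singlicate | controls = DMSO-only wells and EC80 β-PEA-stimulated wells | reagent = EC80 β-phenethylamine stimulus | read-out basis = percent inhibition of PEA-evoked calcium signal, max/basal emission ratio | schedule = seeding 17-24 h prior, 75-min 37 °C, 30-min RT dye loading | signal = kinetic Fluo-8 calcium fluorescence measurement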
The depositor's hits bear a star; / = not tested or not shown.

SMILES | OXTR potentiate | CHO parental Ca | CHO-K1 Ca ag | GPR7 antag | OXTR agonist | CHO-K1 Ca PAM | V1aR counter | CHO-K1 Ca antag | TAAR1 antag
CCn1c(SCC(=O)N2CCCc3ccccc32)nc2c(c1=O)SC(C)C2 (stereo not drawn) | -3.7 | -16.1 | 3.0 | -15.2 | -2.4 | 11.6 | -1.4 | -6.5 | -38.1
Cc1cc2c(c(=O)o1)C(CC(C)C)C(C#N)=C(N)O2 (stereo not drawn) | -10.4 | -5.5 | 2.7 | 7.4 | 1.6 | 6.1 | 1.2 | 3.3 | -11.6
Cc1cc(C)cc(NC(=S)NCCN2CCOCC2)c1 | -7.0 | -13.7 | 4.0 | -5.6 | -0.5 | 17.3 | 0.2 | 6.3 | 11.1
Cc1ccc(/C(O)=C2\C(=O)C(=O)N(CC(C)O)C2c2cccc(F)c2)cc1 (stereo not drawn) | -5.5 | -13.6 | 0.5 | -4.9 | 0.2 | 12.2 | 0.0 | -7.9 | -8.4
O=C(NC1CC1)C(=O)c1c[nH]c2ccccc12 | -8.6 | 15.6 | 0.6 | -10.5 | 1.9 | -10.6 | 0.7 | 12.2 | -0.3
COc1ccc(-c2ccc(S(=O)(=O)NCC3CCCO3)cc2)cc1 (stereo not drawn) | -9.3 | 15.5 | 4.3 | 4.5 | 14.9 | 19.5 | 9.2 | -15.3 | /
CC(=O)c1cccc(CN2CCCC(C(=O)Nc3cccc(-n4cccn4)c3)C2)c1 (stereo not drawn) | -0.9 | -28.0 | 1.9 | -12.5 | 1.2 | -16.3 | 0.2 | 3.6 | -28.1
COc1cc(Cl)ccc1OC1(C)CCN(Cc2ccc(-c3ccccn3)cc2)C1 (stereo not drawn) | / | / | 1.6 | / | / | -10.6 | / | 5.1 | 1.2
COCCn1c(SCC(=O)NCc2ccco2)nnc1-c1c[nH]c2ccccc12 | -2.9 | -11.3 | -0.4 | -4.5 | 0.0 | 14.7 | 0.6 | -8.3 | -1.2
O=C(NNC1=NCCCCC1)c1ccccc1 | -5.6 | 4.1 | 0.2 | -8.8 | 0.6 | 9.9 | -0.2 | -3.2 | 0.8
CC1(C)CC(=O)C(C=NCCN2CCN(CCCCS(=O)(=O)O)CC2)=C(O)C1 | -0.7 | 2.0 | -0.2 | -4.1 | 1.6 | -7.7 | 0.3 | 24.8* | 14.7
COC(=O)COc1ccc(/C=N/NS(=O)(=O)c2ccccc2)cc1 | -0.7 | -8.9 | 0.3 | -8.9 | -0.8 | 21.2 | 1.4 | -7.7 | -10.1
CCC(C)n1c(SCC(=O)Nc2cc(C(C)(C)C)nn2-c2ccccc2)nc2ccccc2c1=O (stereo not drawn) | -6.4 | -46.0 | 0.6 | -17.3 | -1.2 | 16.4 | -1.2 | -6.0 | -3.7
Cc1ccc2oc(=O)c3cnn(CC(=O)NCCN4CCOCC4)c3c2c1 | -4.6 | -2.1 | 1.3 | -7.4 | 0.2 | 17.9 | 0.2 | -6.7 | -2.9
N#CC1=C(SCc2ccccc2Cl)NC(=O)C(C(N)=O)C1 (stereo not drawn) | 1.3 | -10.4 | 0.4 | -3.4 | 0.9 | 13.9 | -1.3 | -5.7 | 0.0
Cc1ccc2cc(C3CC(c4ccco4)=NN3S(C)(=O)=O)c(Cl)nc2c1 (stereo not drawn) | 4.3 | -14.6 | -0.1 | -1.0 | 1.2 | 3.7 | -0.3 | -3.0 | -5.5
CN1CCN(S(=O)(=O)c2ccc(NC(=S)NC(=O)C3CC3)cc2)CC1 | -10.6 | 1.4 | 0.0 | -8.7 | 0.5 | 8.5 | 0.1 | -3.0 | -11.7
Cc1cc(C)nc(N2CCC(C(=O)NNC(=O)c3ccccc3)CC2)n1 | -3.0 | -17.5 | 1.2 | -9.7 | -0.3 | 5.5 | -0.3 | -2.4 | -31.1
CCCNS(=O)(=O)c1ccc(CCC(=O)Nc2ccc3c(c2)OCCO3)cc1 | -4.9 | -15.5 | 0.8 | -1.2 | 0.1 | 15.5 | 2.3 | -14.1 | -17.9
CCCCN(CC)Cc1c(O)ccc2c3c(c(=O)oc12)CCC3 | -6.5 | -25.3 | 0.7 | -10.1 | 0.7 | 12.1 | -1.3 | -10.3 | -6.5
Fc1ccccc1C(c1nnnn1Cc1ccc2c(c1)OCO2)N1CCN(Cc2ccccc2)CC1 (stereo not drawn) | -11.6 | -22.0 | 0.8 | -5.1 | -0.1 | -3.2 | 1.0 | 5.3 | 8.6
Cc1nc2ccc([N+](=O)[O-])cc2c(=O)n1Cc1ccc(Br)cc1 | -15.0 | 2.1 | 1.9 | 22.1 | 2.2 | 8.4 | 5.6 | 1.6 | 11.9
Cn1c(SCC(=O)NC(=O)NCc2ccccc2)nnc1C(F)(F)F | -1.9 | -11.4 | 2.8 | / | 2.3 | 9.1 | 1.4 | -5.5 | -3.6
CCCCN(C(=O)c1ccc(C)cc1)c1c(N)n(CCC)c(=O)[nH]c1=O | -6.8 | -3.8 | 1.2 | -8.0 | -0.6 | 2.7 | 0.5 | -0.6 | -6.6
CC(NC(=O)c1ccco1)c1ccc2c(c1)OCCO2 (stereo not drawn) | -6.0 | -9.6 | 0.5 | 5.5 | -0.4 | 9.8 | -0.5 | -1.8 | -4.7
Carrying on.
SMILES | OXTR potentiate | CHO parental Ca | CHO-K1 Ca ag | GPR7 antag | OXTR agonist | CHO-K1 Ca PAM | V1aR counter | CHO-K1 Ca antag | TAAR1 antag
COC(=O)[C@H](Cc1ccccc1)NC(=O)C1(OC(C)=O)CC(OC(C)=O)C(OC(C)=O)C(OC(C)=O)C1 (stereo partly drawn) | 2.3 | 0.8 | 0.1 | 10.6 | 0.9 | 5.2 | 1.0 | 5.4 | -2.5
Cc1ccc(S(=O)(=O)N2CCCC(C(=O)Nc3ccc(NC(=O)c4ccccn4)cc3)C2)cc1 (stereo not drawn) | -4.2 | -6.2 | -0.2 | -14.0 | 0.6 | 15.7 | -0.2 | 20.9 | 55.3*
COc1ccc(NC(=O)C2CC(c3ccc(OC)c(OC)c3)=NO2)cc1OC (stereo not drawn) | 0.0 | -10.0 | 0.6 | -11.4 | 0.7 | 16.9 | 0.1 | -8.5 | 3.5
COc1ccc(CCNC(=O)Cn2cnc3c(nnn3Cc3ccccc3F)c2=O)cc1OC | -3.6 | -13.2 | 0.3 | -12.8 | 0.4 | 0.4 | 0.6 | -10.5 | 1.4
CC(OC(=O)Cn1[nH]c(=O)c2ccccc2c1=O)C(=O)Nc1ccc(F)cc1Cl (stereo not drawn) | -3.4 | -0.2 | 0.1 | / | 0.0 | -0.7 | -0.4 | -6.8 | 5.1
COc1ccc(-c2cn(Cc3ccc(C(=O)NCc4ccc(C)cc4)cc3)c(C(C)N)n2)cc1 (stereo not drawn) | -13.5 | 7.6 | 2.5 | / | 11.2 | 24.2 | 5.9 | -17.4 | 10.8
O=C(Nc1ccccc1)C1=C[C@@H](c2ccc(C(F)(F)F)cc2)C[C@@H](OCc2ccc(CO)cc2)O1 | -7.6 | -22.3 | 1.2 | 7.6 | 0.0 | 19.7 | 0.0 | -17.5 | 3.4
COc1cccc(C2c3[nH]c4ccccc4c3CCN2C(=O)Cn2cncn2)c1OC (stereo not drawn) | -20.6 | -12.2 | 0.1 | 4.0 | 2.5 | -7.6 | 1.2 | 4.1 | 4.3
CN(Cc1nc(-c2ccc(C(F)(F)F)cc2)no1)C1CCOCC1 | -2.9 | -4.3 | 1.3 | -6.7 | 3.1 | 10.3 | 1.5 | -6.0 | -16.4
Cc1ccc(NC2=NC(c3ccc(C)cc3)n3c(nc(C)cc3=O)N2)cc1 (stereo not drawn) | -5.7 | -3.4 | 0.0 | -8.8 | -0.9 | 16.9 | -0.1 | -9.6 | -5.7
O=C(Nc1ccc2c(c1)OCO2)c1cnn2c(C(F)(F)F)cc(-c3ccco3)nc12 | -6.3 | -10.3 | 0.0 | -1.1 | -0.5 | 14.1 | 0.2 | -6.0 | 8.9
O=C(Cn1cc([N+](=O)[O-])cn1)Nc1nccs1 | -3.3 | 0.6 | 0.5 | -4.4 | -0.8 | 2.9 | 0.9 | -5.8 | 2.8
CN1CCN(C2Cc3ccccc3Sc3cc(C(F)(F)F)ccc32)CC1 (stereo not drawn) | -3.5 | 1.8 | / | / | 24.4* | / | 10.4 | / | 30.3
CCN1CCN(C(=O)CCS(=O)(=O)c2cc3c(cc2Cl)NC(=O)CO3)CC1 | -0.3 | -8.4 | -0.1 | -7.5 | 0.9 | 21.5 | 0.7 | -9.2 | -3.2
CN(C)c1ccc(CNC(=O)C2(C)Cc3c(-c4ccccc4)ccnc3O2)cc1 (stereo not drawn) | / | / | 1.9 | / | / | 13.7 | / | 8.3 | -22.3
CC(=O)Nc1ccc(-c2ccnc3c2CC(C(=O)Nc2cccc(N(C)C)c2)O3)cc1 (stereo not drawn) | / | / | 3.5 | / | / | 8.0 | / | -2.9 | 1.5
COc1ccc(C(c2c(C)[nH]n(C(N)=S)c2=O)C(C#N)C#N)cc1 (stereo not drawn) | -13.8 | 13.1 | 0.3 | -5.9 | 0.2 | 12.3 | 0.8 | -6.2 | -3.6
Cc1ccc(C)c(NC(=O)CSc2nnc(NC(=O)C3CC3)s2)c1 | 0.4 | -9.9 | 1.5 | -6.4 | -0.1 | 13.6 | 0.8 | -4.2 | -31.2
Nc1nc(SCC(=O)N2CCN(c3ccccc3)CC2)n[nH]1 | -0.4 | -3.8 | 0.1 | -15.0 | 1.9 | -5.9 | 0.1 | 8.5 | -37.1
CC(=NNc1ccccc1)C(C)=NNc1ccccc1 | / | / | 0.7 | / | / | 2.1 | / | -11.1 | -6.8
COc1ccc(NC2CCCN(C(=O)CSc3ccccc3)C2)cc1OC (stereo not drawn) | -14.8 | -12.6 | 2.9 | 0.0 | 0.5 | 6.2 | 0.9 | -4.9 | -6.1
CCc1nc2c(c(=O)[nH]1)C(CC)(CC)Cc1ccccc1-2 | -4.3 | -6.1 | 0.9 | -14.1 | -0.6 | 7.8 | -0.3 | -13.5 | -7.2
COc1cc(O)c(C(CCN2CCN(c3ccccc3)CC2)c2ccc3c(c2)OCO3)c(OC)c1 (stereo not drawn) | -2.0 | 1.0 | 0.5 | / | 2.0 | 8.3 | 1.4 | -12.3 | -11.9

Results in V1aR counter and CHO-K1 Ca PAM, for two of the compounds above:
Structure	V1aR counter	CHO-K1 Ca PAM
O=C(Nc1ccc2c(c1)OCO2)c1cnn2c(C(F)(F)F)cc(-c3ccco3)nc12	0.2	14.1
Cc1ccc2cc(C3CC(c4ccco4)=NN3S(C)(=O)=O)c(Cl)nc2c1 (stereo not drawn)	-0.3	3.7

Screening data deposited in PubChem BioAssay by The Scripps Research Institute Molecular Screening Center.

An unsorted share of the library. About 3.5% of those tested had a hit in this group.
